# Screening data as filed in PubChem BioAssay.
# LGR2 antag: inhibitors of bursicon-induced LGR2 CRE-luciferase signal, primary screen, cell-based, HEK293, CRE-luciferase reporter, bursicon stimulation | inhibition, % at 9.99 µM | 0.35% of 380,000 active | bursicon-stimulated, 4 h | Drosophila bursicon receptor LGR2 (rickets) | AID 720647, 2013;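 active means drop in luminescence signal, shown as inhibition above about 50% in the replicate tests, limit read from the data, passing the limit was not always enough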;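 further: agonist challenge used bursicon conditioned medium at about half maximal strength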
# SIRT5 inh: SIRT5 desuccinylase inhibitors, primary screen, biochemical, fluorescence imaging, single point, set 5 | Purified SirT5, succinyl-peptide AMC, trypsin-coupled fluorescence | 1.1% of 330,000 active | NAD-dependent protein deacylase sirtuin-5, mitochondrial (Homo sapiens), Q9NXA8 | inhibition, % at 15 µM | AID 652115, 2013; in the data active means inhibition above about 15%
# Target sequence (Q9NXA8 whole entry, looked up): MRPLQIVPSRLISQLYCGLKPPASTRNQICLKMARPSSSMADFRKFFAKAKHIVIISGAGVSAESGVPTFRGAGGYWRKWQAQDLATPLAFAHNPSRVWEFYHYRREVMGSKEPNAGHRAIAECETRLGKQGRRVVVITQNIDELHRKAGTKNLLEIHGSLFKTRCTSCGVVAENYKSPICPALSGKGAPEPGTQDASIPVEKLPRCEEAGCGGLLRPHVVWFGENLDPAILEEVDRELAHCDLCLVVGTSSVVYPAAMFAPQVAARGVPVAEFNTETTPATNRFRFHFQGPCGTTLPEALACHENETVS
# CASP6 VEID inh: human caspase-6 inhibitors, primary screen, biochemical, VEID-R110 fluorescence, single point, set 2; purified caspase-6, Z-VEID-R110 cleavage fluorescence; P55212; inhibition, % at 12.5 µM; 0.53% of 350,000 active;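 active means mean inhibition across replicates at least about 35%, with every replicate also reaching that limit, limit read from the data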;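 further: 0% = median of neutral control wells and 100% = no fluorescence left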
# Target sequence (P55212 24-179 limits assumed): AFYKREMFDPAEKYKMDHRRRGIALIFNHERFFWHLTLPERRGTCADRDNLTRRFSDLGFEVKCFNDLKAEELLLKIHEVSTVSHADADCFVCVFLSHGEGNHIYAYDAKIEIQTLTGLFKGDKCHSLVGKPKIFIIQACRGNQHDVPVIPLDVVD
# Target sequence (P55212 194-293 limits assumed): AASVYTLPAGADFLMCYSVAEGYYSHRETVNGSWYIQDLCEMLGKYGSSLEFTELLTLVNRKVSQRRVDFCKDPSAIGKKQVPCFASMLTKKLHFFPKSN
# S100A4 inh HTS: inhibitors of S100A4-myosin IIA peptide binding, primary screen, biochemical, fluorescence polarization, TAMRA-MyoIIA peptide. inhibition, % at 10.7 µM. 0.14% of 360,000 active. Protein S100-A4 (Homo sapiens), P26447;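 active means mean inhibition of at least 70% across replicates, with every replicate also reaching that level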
# Target sequence (P26447 whole entry, looked up): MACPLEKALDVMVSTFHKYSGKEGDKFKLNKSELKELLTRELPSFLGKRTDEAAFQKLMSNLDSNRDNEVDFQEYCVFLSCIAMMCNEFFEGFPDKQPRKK
#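 Test system: S100A4 monomer protein; Medium: HEPES pH 7.2 with CaCl2, KCl, NaCl, DTT, Triton; Probe or stimulus: TAMRA-labelled myosin IIA heavy-chain peptide probe, 5 nM; Doses: one dose per compound; Times: polarization read 5 min after assay mix addition, stable 5–60 min; Benchmarks: neutral control DMSO, positive control TFP.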
# esBAF inh: Bmi1 luciferase reporter increase in mESCs, primary screen, esBAF inhibitor project, mouse ES cells, Bmi1 luciferase knock-in, single point | reporter increase, % at 12.5 µM | 2% of 350,000 active | 24 h; 100% = twice the neutral-well signal; in the data active means activation above about 40%;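 further: 0% = median of the plate's neutral control wells and 100% = double that signal; a rise in the Bmi1 reporter signal indicates esBAF inhibition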
# Statin myotox sup: suppressors of statin myotoxicity in C2C12 myotubes, primary screen, cell-based, single point, plate reader. C2C12 myotubes + simvastatin, ATP luminescence, 48 h; scaled: DMSO 0, geranylgeraniol control 100. rescue of ATP level, % at 7.49 µM. 0.78% of 330,000 active. AID 602340, 2012;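 active means mean ATP rescue above about 67%, or every replicate alone reaching that limit, limit read from the data, passing the limit was not always enough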;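 further: myotubes were challenged with 10 µM simvastatin during compound exposure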
# FN deposition inh: inhibitors of fibronectin matrix deposition, primary screen, AH1F cells, Alexa488-fibronectin fluorescence, plate reader | AH1F fibroblasts, overnight | inhibition, % at 12.6 µM | 0.086% of 350,000 active;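 active means mean inhibition across replicates of 30% or more, regardless of how many single replicates reach that level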;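 further: positive control wells lacked labelled fibronectin entirely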
#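 Assay system: AH1F fibroblasts assembling fluorescent fibronectin matrix; Amount: 10000 AH1F cells per well; Buffer or medium: DMEM, 2% serum; Probe or stimulus: Alexa488-fibronectin, 24 nM final in well; Doses: single compound dose, delivered by pin transfer; Incubation: 1 h adhesion, overnight exposure; Measured by: fluorescence 485/525 nm; Read-out: fibronectin deposition inhibition.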
# * = called active by the depositor; · = not tested or not shown; & = joins results of further samples. An excerpt, so the mix of outcomes need not match the whole.
no.	mol	S100A4 inh HTS	CASP6 VEID inh	FN deposition inh	esBAF inh	SIRT5 inh	Statin myotox sup	LGR2 antag
1	CCCNC(=O)N1C[C@H](C)[C@H](OC)CN(C)C(=O)c2cc(NS(=O)(=O)CC(F)(F)F)ccc2OC[C@@H]1C	-2	2	·	0	-5	3	13
2	COc1ccccc1/C=C/C=N/NC(=O)c1ccc(=O)n(C)c1	·	·	-6	-8	·	-16	-3
3	Cc1ccccc1-c1nc(CS(=O)(=O)CC(=O)NCCN2CCOCC2)c(C)o1	2	-1	-11	5	4	21	0
4	COc1c2ccoc2c(OC[C@@H](O)C(C)(C)O)c2oc(=O)ccc12	-6	-2	-2	-4	·	1	-1
5	COc1ccccc1-c1nnc(SCC(=O)Nc2cccnc2Cl)n1C	-2	1	4	4	-5	-1	18
6	CC(C)NC(=O)N(C)C[C@@H]1Oc2c(NS(=O)(=O)c3ccccc3)cccc2C(=O)N([C@@H](C)CO)C[C@@H]1C	7&-1	-1&-2	0&-2	-2&3	-6&-11	8&12	-16&8
7	CN(C)Cc1c(C(=O)N/N=C/c2ccccc2OCc2ccc(F)cc2)nnn1-c1nonc1N	-7	0	0	2	-2	1	5
8	Cc1ccccc1C(=O)N1CCN=C1SCc1ccc([N+](=O)[O-])cc1	-2	0	-18	-8	-3	3	14
9	Cc1ccc(CN2CCN(Cc3ccco3)CC2)cc1	-2	-3	-1	-3	0	2	3
10	O=Cc1cn(CC(=O)N2CCCCCC2)c2ccccc12	-3	-1	-1	·	1	·	11
11	COCC(=O)Nc1ccc2c(c1)[C@H]1C[C@@H](CC(=O)NCc3ccc4c(c3)OCO4)O[C@H](CO)[C@H]1O2	5	-2	-26	-5	3	4	-2
12	C/C=C/c1ccc([C@@H]2[C@@H](CN(C)C(=O)c3ccccn3)N(C(C)=O)[C@H]2CO)cc1	·	·	-20	-4	·	5	-2
13	C[C@H]1CN([C@@H](C)CO)C(=O)c2cccc(N(C)C)c2O[C@@H]1CN(C)S(C)(=O)=O	1	2	0	-3	-3	2	-3
14	CO[C@H]1CN(C)C(=O)c2cc(NC(=O)c3cnccn3)ccc2OC[C@H](C)N(CCc2ccccc2)C[C@@H]1C	-29	-2	3	1	·	-9	-2
15	O=C(c1cnccn1)N1CC(=O)N2[C@@H](CO)[C@H](c3ccc(C#CC4CCCCC4)cc3)[C@@H]2C1	4	2	1	·	1	·	-16
16	COc1ccccc1CN1[C@@H]2c3cccc(=O)n3C[C@H]1[C@H](CO)[C@H]2C(=O)N1CCc2ccccc2C1	·	·	-2	6	·	-20	-28
17	O=C1COc2ccc(C(=O)COC(=O)c3ccccc3F)cc2N1	-7	-2	2	8	6	4	-32
18	Cc1ccc(N2C(=O)CC(Nc3cccc4ccccc34)C2=O)cc1 (stereo not given)	1	-2	-1	4	-6	7	-15
19	O=c1c2c3c(sc2nc(N2CCNCC2)n1CCc1ccccc1)CCCCC3	7	1	5	·	3	·	·
20	S=C(NC1CCCC1)N1CCN(C/C=C/c2ccccc2)CC1	0	1	·	·	-9	·	-2
21	CC(=O)C[C@H](O)CC(=O)[C@H]1OC(=O)CCCCCCCCc2ccccc21	-5	-1	-14	-6	·	-6	5
22	O=c1[nH]ncc(N2CCN(Cc3ccccc3)CC2)c1Cl	0	-2	9	·	1	·	17
23	Cc1cccc(CSC2=NCCN2C(=O)c2ccc(S(=O)(=O)N(C)C)cc2)c1	-2	-3	1	·	0	·	-7
24	Cc1ccc(SC[C@H](c2ccccc2)N2CCN(C)CCC2=O)cc1	·	·	2	51*	·	6	-35
25	Cc1nc(CN2CCN(C(=O)CCc3nnc(Cc4c[nH]c5ccccc45)o3)CC2)cs1	·	·	-6	-9	·	9	7
26	CN(C(=O)c1cc(COc2c(F)cccc2F)on1)C1CCOC1 (stereo not given)	-16	0	-9	28	-1	-1	-18
27	COc1ccc(C(C(=O)NCC2CCCO2)N(C(=O)Cn2nnc3ccccc32)c2ccc(NC(C)=O)cc2)c(OC)c1 (stereo not given)	0	-1	1	-1	0	4	0
28	CCOC(=O)Cc1cc(=O)[nH]c(/N=C(\N)Nc2ccc(C)c(C)c2)n1	-4	4	2	·	-5	·	0
29	C[C@@H]1CCCCO[C@@H](CN(C)S(=O)(=O)c2ccc(F)cc2)[C@@H](C)CN([C@H](C)CO)C(=O)c2cc(NS(C)(=O)=O)ccc2O1	3	-1	·	-4	3	-18	-2
30	O=C1CC(N2CCN(c3ccc(O)cc3)CC2)C(=O)N1c1ccc2c(c1)OCO2 (stereo not given)	0	-3	3	·	4	·	-14

# Only S100A4 inh HTS and CASP6 VEID inh (three entries from above):
cpd | canonical_smiles | S100A4 inh HTS | CASP6 VEID inh
26 | CN(C(=O)c1cc(COc2c(F)cccc2F)on1)C1CCOC1 (stereo not given) | -16 | 0
19 | O=c1c2c3c(sc2nc(N2CCNCC2)n1CCc1ccccc1)CCCCC3 | 7 | 1
17 | O=C1COc2ccc(C(=O)COC(=O)c3ccccc3F)cc2N1 | -7 | -2

# Additional structures.
no.	mol	S100A4 inh HTS	CASP6 VEID inh	FN deposition inh	esBAF inh	SIRT5 inh	Statin myotox sup	LGR2 antag
31	COc1ccc2nc(C)cc(SCC(=O)NNC(=O)COc3ccc(C)cc3)c2c1	·	·	-6	-8	·	-5	·
32	C[C@H]1CN([C@@H](C)CO)C(=O)Cc2cc(NS(=O)(=O)c3ccc(F)cc3)ccc2O[C@H]1CN(C)C(=O)Nc1ccccc1	-3	-2	·	-1	-3	5	14
33	OCc1cc(-c2ccc(Cl)c(Cl)c2)on1	-10	2	-18	·	-6	·	-1
34	COCCN(C(=O)CCC(=O)Nc1nccs1)C(C(=O)NC(C)(C)C)c1ccc(F)cc1 (stereo not given)	-6	0	0	3	-3	4	6
35	CCOc1ccc(N(CC(=O)NCCc2ccc(Cl)cc2)S(=O)(=O)c2c(C)[nH]c(=O)[nH]c2=O)cc1	-1	5	-1	-6	1	1	5
36	COc1ccccc1CNC(=O)CN1C(=O)c2ccc([N+](=O)[O-])cc2C1=O	-1	·	3	-4	0	15	-1
37	COC(=O)c1ccccc1S(=O)(=O)N1CCC(C(=O)NCc2ccco2)CC1	0	3	2	0	-2	-4	22
38	COc1ccccc1/C=N/n1c(C)nnc1-n1nc(C)cc1C	·	·	·	-4	·	0	15
39	COc1ccc(Cc2nnc(NC(=O)c3cc(OC)c(OC)c(OC)c3)s2)cc1OC	1	8	3	-8	3	3	9
40	CCCNC(=O)[C@@H]1[C@@H](CO)[C@@H]2Cn3c(ccc(-c4ccccc4)c3=O)[C@H]1N2C(=O)CC1CC1	-3	0	·	5	-26	-11	-6
41	CCn1c(SCC(=O)N2CCN(c3ccccc3)CC2)nnc1-c1c[nH]c2ccccc12	-3	-1	11	15	-1	-3	31
42	Cc1cccc(NNC(=O)C2CCC2)c1	-2	0	-1	·	·	·	-11
43	Cc1c(NC(=O)CN2CCN(c3ccccc3)CC2)c(=O)n(-c2ccccc2)n1C	·	·	·	2	·	11	-5
44	C[C@H](CO)N1C[C@H](C)[C@H](CN(C)Cc2ccc(Oc3ccccc3)cc2)Oc2c(NC(=O)Nc3cccc4ccccc34)cccc2C1=O	-1	-1	·	2	9	-7	6
45	Nn1c(Cc2ccccc2)nnc1Cc1ccccc1	2	5	-5	0	·	4	-2
46	Cc1ccc(NC(=O)c2ncn(CC(=O)NCc3ccccc3)n2)cc1C	-3	2	2	39	-2	8	-10
47	CN(C)S(=O)(=O)c1ccc(C(=O)Nc2nnc(SCC(=O)NCC3CCCO3)s2)cc1 (stereo not given)	3	-1	·	-12	1	-1	21
48	Cc1cc(=O)oc(C)c1C(=O)NCc1ccco1	·	·	·	2	·	-2	-27
49	N#C[C@H]1[C@@H](c2ccc(C3=CCCCC3)cc2)[C@H](CO)N1S(=O)(=O)c1ccccc1	-9	-1	7	0	7	-70	1
50	COc1ccc2[nH]c(C(=O)O)c(NS(=O)(=O)c3ccc(F)cc3)c2c1	-8	-1	-11	-4	0	-2	2
51	COc1ccc(/C=N/NC(=O)c2cccnc2)cc1	-4	1	-10	13	0	-1	-17
52	Cc1nc(NC2CCCCC2)c2nnn(Cc3ccccc3Cl)c2n1	-1	0	-7	-2	-5	19	7
53	COc1ccc(S(=O)(=O)N2CCSC2c2ccccc2)cc1 (stereo not given)	·	·	-1	0	·	-7	·
54	O=C(Nc1nnc(-c2ccc3c(c2)CCCC3)o1)c1ccc(Cl)cc1Cl	17	1	8	-3	1	2	1
55	O=C(Oc1cccc(C(=O)N2CCOCC2)c1)c1ccc(Br)cc1	·	·	2	-5	·	-58	·
56	COc1cc([N+](=O)[O-])ccc1NC(=O)CSc1nccn1C	1	3	-8	15	2	-3	-2
57	Cc1noc(C)c1NC(=O)N[C@@H]1CC[C@@H](CCNC(=O)C2CCOCC2)O[C@H]1CO	10	-2	·	2	1	-2	5
58	CCOc1ccc(S(=O)(=O)/N=C(/Nc2ccc(C)c(S(=O)(=O)N3CCOCC3)c2)c2ccccc2)cc1	-7	1	4	1	5	3	0
59	NC(=O)C1CCN(C(=O)CCSCc2ccc(Cl)c(Cl)c2)CC1	1	0	13	5	0	-7	5
60	CCCc1cc(CN(C)C(=O)c2ccc(OC3CCN(C(C)=O)CC3)c(OC)c2)[nH]n1	0	-2	1	-5	·	7	·
61	Cc1cc(C)cc(NS(=O)(=O)c2c(C)[nH]c(=O)[nH]c2=O)c1	-5	0	2	-6	-2	19	2
62	CO[C@H]1O[C@H](CO)[C@@H](OC(=O)Nc2ccccc2-c2ccccc2)[C@H](OC(=O)Nc2ccccc2)[C@H]1OC(=O)Nc1ccccc1	25	-1	·	·	8	·	·
63	O=C(Nc1nncs1)c1cc2c(s1)CCC2	-3	4	6	·	-1	·	-10
64	Cc1ccc(OCC(=O)c2ccc(Cl)s2)c([N+](=O)[O-])n1	-3	18	0	·	-1	·	-10
65	Cc1ccc(C(=O)OCC(=O)NCCNC(=O)COC(=O)c2ccc(C)o2)o1	-1	0	-1	-5	-2	-2	5
66	Cn1ncc2c(N3CCCCC3)nc(NCCCO)nc21	0	6	10	-6	-3	7	-5
67	COc1cccc(NC(=S)NC(=O)/C=C/c2ccc(F)cc2)c1	15	-3	4	1	-2	-11	-1
68	CC(C)N(C(=O)COC(=O)c1cc(Cl)cc(Cl)c1N)C(C)C	·	·	10	6	·	-14	·
69	FC(F)(F)C(F)(F)C(F)(F)c1nc2nc(Cl)c(Cl)nc2[nH]1	1	-4	12	-2	-2	-4	-3
70	C[C@@H]1C=C[C@](Cc2ccccc2)(C(=O)O)N1C(=O)c1ccccc1	0	1	2	-6	·	30	6
71	CSc1ccc(-c2nnn(CC(=O)NCc3ccccc3)n2)cc1	·	·	·	-3	·	12	19
72	Cc1ccc(CNC(=O)c2c(-c3ccccc3)noc2C)cc1	-5	-1	3	-5	1	13	-8
73	COc1ccc(C)cc1NS(=O)(=O)c1cn(C)nc1C	-1	2	6	·	-3	·	33
74	COc1cc(F)c(C2=CC(=O)C[C@H](c3ccc(F)cc3)C2)cc1F	-12	-2	9	9	·	-6	9
75	CCCn1c(SCC(=O)Nc2ccc3c(c2)OCO3)n[nH]c1=O	-2	0	-1	-4	-2	3	-3
76	COC(=O)[C@H](CC(C)C)NS(=O)(=O)c1ccc(F)cc1Br	3	5	-2	-4	2	5	4
